Screens (PubChem BioAssay)
hERG protect: compounds protecting human hERG from proarrhythmic drug block; CHO-hERG, FluxOR thallium flux, dofetilide IC70 present; activation (rescue from dofetilide block), less the hit threshold, % at 10 µM; 310,000 tested, 0.51% active;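 active means activation above the mean of controls blocked by dofetilide plus 5 SD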;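 further: thallium influx through hERG after potassium depolarization seen as dye fluorescence rise; in these data hits start at about 4.7%; inactives centre near -7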
KCNQ1 pot: potentiators or activators of human KCNQ1 potassium channel. 310,000 tested, 0.35% active. P51787. B-score at 10 µM. CHO-K1 KCNQ1, thallium flux FluxOR fluorescence; hits give high values;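 active means fluorescence ratio B-score, a plate-corrected score, at least three library SD, with initial intensity B-score within 5 SD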
Target sequence (P51787 whole entry, looked up): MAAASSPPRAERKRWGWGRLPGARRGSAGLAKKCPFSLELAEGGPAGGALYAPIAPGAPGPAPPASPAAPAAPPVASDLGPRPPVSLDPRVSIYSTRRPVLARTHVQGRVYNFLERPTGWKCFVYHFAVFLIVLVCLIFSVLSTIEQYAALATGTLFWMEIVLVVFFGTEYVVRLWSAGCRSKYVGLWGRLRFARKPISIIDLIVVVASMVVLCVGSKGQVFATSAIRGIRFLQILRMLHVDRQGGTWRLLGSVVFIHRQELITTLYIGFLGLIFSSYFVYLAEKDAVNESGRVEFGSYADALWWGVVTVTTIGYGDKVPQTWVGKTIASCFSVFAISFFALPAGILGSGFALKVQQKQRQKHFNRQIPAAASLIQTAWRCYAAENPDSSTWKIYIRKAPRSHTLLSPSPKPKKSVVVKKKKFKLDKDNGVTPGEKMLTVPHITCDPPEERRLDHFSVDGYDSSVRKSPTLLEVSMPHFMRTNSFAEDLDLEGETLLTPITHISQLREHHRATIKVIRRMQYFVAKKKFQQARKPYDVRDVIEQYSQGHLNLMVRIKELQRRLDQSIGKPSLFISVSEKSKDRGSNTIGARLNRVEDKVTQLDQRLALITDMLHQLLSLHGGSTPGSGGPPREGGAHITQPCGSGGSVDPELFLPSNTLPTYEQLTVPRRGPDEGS
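System: CHO-K1 cells stably expressing KCNQ1 / Medium: assay buffer for compound exposure, DMSO matched across wells / Reagent: thallium- and potassium-containing depolarizing buffer / Compound: one concentration, matched DMSO / Incubation: 20 min compound pretreatment at room temperature / Measured by: kinetic FluxOR fluorescence, 10 s baseline plus 110 s post-stimulus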
KCNK3 inh: human KCNK3 channel inhibition, primary screen; O14649; CHO-KCNK3 thallium flux, FluxOR fluorescence; hits give low values; B-score at 10 µM; 340,000 tested, 0.84% active; AID 602410;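 active means B-score under library mean minus 4 SD, starting fluorescence ratio at most library mean plus 5 SD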;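 further: more negative B-score means stronger inhibition of thallium flux through KCNK3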
Target sequence (O14649 whole entry, looked up): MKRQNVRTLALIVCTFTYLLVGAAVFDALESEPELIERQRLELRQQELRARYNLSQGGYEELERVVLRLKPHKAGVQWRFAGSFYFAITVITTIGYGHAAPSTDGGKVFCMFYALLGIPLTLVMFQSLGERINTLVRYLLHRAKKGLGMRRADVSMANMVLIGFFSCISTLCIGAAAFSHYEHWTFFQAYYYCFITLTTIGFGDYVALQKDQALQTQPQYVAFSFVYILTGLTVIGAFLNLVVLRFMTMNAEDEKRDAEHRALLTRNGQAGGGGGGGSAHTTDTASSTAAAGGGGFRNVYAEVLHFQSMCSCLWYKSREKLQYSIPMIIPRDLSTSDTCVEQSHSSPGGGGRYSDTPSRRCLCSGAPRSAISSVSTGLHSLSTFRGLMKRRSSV
ANO1 activ: activators or potentiators of mouse TMEM16A chloride channel; B-score at 10 µM; Q8BHY3; HEK293 TMEM16A/YFP-H148Q/I152L, iodide quench fluorescence; hits give low values; AID 623877; 340,000 tested, 0.3% active;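 active means fluorescence-ratio B-score plate-corrected deviation score at least 3 library SD below zero, with starting fluorescence score within 5 deviations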;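 further: channel opened by trigger with iodide after compound preincubation; score built on the fluorescence ratio of max minus min over baseline; more negative score means more quench and so TMEM16A activation or potentiation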
KCNK9 block: human KCNK9 channel inhibition | Q9NPC2 | HEK293 KCNK9, FluxOR thallium flux fluorescence; hits give low values | B-score at 10 µM | 310,000 tested, 1.2% active;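 active means ratio B-score over 3 SD below the library mean, with starting fluorescence within 5 SD of its mean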;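 further: negative B-score means less thallium flux so channel inhibition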
TRPC4 agonist: TRPC4 (mouse) channel activation; Q9QUQ5; AID 2237; 310,000 tested, 0.49% active; HEK293 TRPC4beta/mu-opioid, Fluo4 calcium fluorescence; hits give high values; B-score at 10 µM;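 active means B-score above 5 SD of library B-scores, and initial fluorescence ratio not above library mean plus 5 SD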;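 further: positive B-score marks a calcium rise read as TRPC4 activation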
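Test system: HEK293 cells stably co-expressing mouse TRPC4beta and mu-opioid receptor | Schedule: Fluo4 dye loading 45 min at room temperature, 110 s recording | Measured by: Kinetic Fluo4 calcium fluorescence, 5 s baseline at 1 Hz | Evaluation: B score of integrated ratio | Controls: Buffer (low) and maximal DAMGO (high)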
TRPC4 PAM: allosteric potentiators of mouse TRPC4 channel. B-score at 10 µM. Q9QUQ5. 310,000 tested, 0.42% active. AID 2227. HEK293 TRPC4beta/mu-opioid, DAMGO EC20, Fluo-4 Ca2+ flux; hits give high values;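 active means B-score of calcium response area above 5 SD of library B-scores, with initial fluorescence ratio within 5 SD of library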;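 further: B-score of integrated fluorescence ratio over time as area under calcium response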
HDAC3 inh: blocks human histone deacetylase 3 | O15379 | 320,000 tested, 0.15% active | recombinant HDAC3, fluorogenic peptide/trypsin coupled, fluorescence | AID 2718 | inhibition, % at 8.3 µM; in the data active means inhibition above about 26%, passing the limit was not always enough; inconclusive means no clear call, values can overlap the other calls
DYRK1A inh: blocks rat Dyrk1A kinase activity. Q63470. ADP-Glo luminescence, NFATc1 peptide. inhibition, % at 12.5 µM. 310,000 tested, 0.43% active. AID 504441; in the data active means inhibition above about 50%;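 further: plate controls were vehicle with enzyme for no effect and no enzyme for full effect; many of its hits are not listed in these tables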
TMEM16A inh: inhibitors of mouse TMEM16A calcium-activated chloride channel. Q8BHY3. HEK293 TMEM16A/YFP iodide influx fluorescence, ionomycin. normalized B-score (activity score, 25-100; higher = stronger inhibition) at 10 µM. 310,000 tested, 1.2% active. AID 588511;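 active means ratio plate-corrected score three or more library SD toward inhibition, starting fluorescence score within five deviations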;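 further: score derived from kinetic fluorescence span divided by baseline fluorescence per well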
KCNQ1 inh: inhibitors of human KCNQ1 potassium channel. P51787. 310,000 tested, 1.3% active. AID 2642. CHO-K1 KCNQ1, FluxOR thallium flux fluorescence; hits give high values. B-score at 10 µM;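 active means compounds whose thallium flux B-score, printed positive for inhibition, exceeds three library SD while starting fluorescence stays within three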;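 further: channel opened by potassium depolarization with thallium stimulus after 20 min compound exposure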
* marks the source's active call; other numbers are inactive results; i = inactive; ? = inconclusive; . = no result given.

nr | structure | hERG protect | KCNQ1 pot | KCNK3 inh | ANO1 activ | KCNK9 block | TRPC4 agonist | TRPC4 PAM | HDAC3 inh | DYRK1A inh | TMEM16A inh | KCNQ1 inh
1 | CN(C)S(=O)(=O)c1cccc(NC(=O)COC(=O)/C=C/c2ccc3c(c2)OCO3)c1 | -0.5 | i | i | i | i | i | i | . | . | i | i
2 | CC(C)OCCCNc1ncc2c(n1)CC(c1cccs1)CC2=O (centres undefined) | -7.4 | i | i | i | i | i | i | 2.0 | -4.0 | i | i
3 | Cc1c(NC(=O)C2CCCCN2S(=O)(=O)c2ccc(Cl)cc2)c(=O)n(-c2ccccc2)n1C (centres undefined) | -8.2 | i | i | i | i | i | i | -5.0 | 2.1 | i | i
4 | CS(=O)(=O)c1ccc(Cl)c(NC(=O)COC(=O)c2ccc(F)cc2Cl)c1 | -5.4 | i | i | i | i | i | i | -12.2 | 10.9 | i | i
5 | O=C(/C=C/c1ccccc1)NNC1=NS(=O)(=O)c2ccccc21 | -7.9 | i | i | i | i | i | i | 12.5 | 1.2 | i | i
6 | O=C(Nc1ccccc1C(=O)Nc1ccccc1)c1ccco1 | -5.1 | i | i | i | i | i | i | -8.5 | -3.9 | i | i
7 | CCOC(=O)C1=NN(c2ccccc2C)C2=NC(C)=C(C(=O)OC)C(c3cccs3)N12 (centres undefined) | -19.6 | i | i | i | i | i | i | 2.1 | -2.1 | i | i
8 | CCn1c(=O)cc(NC2=NCC(C)CN2c2cccc(Cl)c2)n(C)c1=O (centres undefined) | -7.4 | i | i | i | i | i | i | -4.7 | -5.7 | i | i
9 | N#Cc1ccc(OS(=O)(=O)c2ccc(-c3ccon3)s2)cc1 | -7.1 | i | i | i | i | i | i | -8.8 | 0.9 | i | i
10 | COc1cccc(-c2csc(N3CCN(C(=O)Nc4ccccc4Cl)CC3)n2)c1 | -23.0 | i | i | i | i | i | i | 7.1 | 5.9 | i | i
11 | Oc1ccc(Nc2nc(-c3cccs3)cs2)cc1 | 2.6 | i | i | i | i | i | i | -25.1 | . | i | i
12 | CCn1c(COc2ccc(Cl)cc2)nnc1SCc1ccc(C#N)cc1 | -6.3 | i | i | i | i | i | i | 0.2 | 5.2 | i | i
13 | CCOC(=O)c1ccc(-n2c(CN3CCC(C(N)=O)CC3)nc3ccc([N+](=O)[O-])cc3c2=O)cc1 | -8.9 | i | i | i | i | i | i | 0.9 | -2.4 | i | i
14 | Cc1ccccc1C(=O)NCCc1nnc(SCC(=O)Nc2nc(-c3ccccc3)cs2)n1C | -11.5 | i | i | i | i | i | i | -1.6 | 0.5 | i | i
15 | Cc1nn(CC(=O)NCc2ccc(C(=O)O)cc2)c(C)c1[N+](=O)[O-] | -11.7 | i | i | i | i | i | i | 0.1 | -0.1 | i | i
16 | OC(COC(c1ccc(Cl)cc1)c1ccc(Cl)cc1)CN1CCN(c2ccccn2)CC1 (centres undefined) | -34.1 | i | i | i | i | i | i | ? | 3.4 | i | i
17 | CCn1c(=O)cc(SCC(=O)N2CCC(C)CC2)c2ccccc21 | -7.6 | i | i | i | i | i | i | 1.7 | 3.1 | i | i
18 | Cc1oc(/N=C/c2ccccc2O)c(C#N)c1C | -0.1 | i | i | i | i | i | i | 9.1 | 6.5 | i | i
19 | CCC(C)[C@H]1CNCCN1CC1(c2ccccc2)CC1 (some centres undefined) | -6.0 | i | i | i | i | i | i | -2.1 | 9.4 | i | i
20 | CCC(C)NC(=O)c1cc(Cl)ccc1OC (centres undefined) | -6.9 | i | i | i | i | i | i | 4.3 | 7.1 | i | i
21 | Cc1cccc(NC(=S)N2CCC(O)CC2)c1C | -0.3 | i | i | i | i | i | i | -2.0 | 1.2 | i | i
22 | COc1ccc(O)c(/C=C(\C#N)C(=O)Nc2ccccn2)c1 | -3.5 | i | i | i | i | i | i | . | 28.6 | . | i
23 | CCN(CC)S(=O)(=O)c1ccc(N2CCOCC2)c(NC(=O)CCC2CCCCC2)c1 | -1.8 | i | i | i | i | i | i | 0.0 | . | i | i
24 | Cc1cc(C)n(CCCO)c(=O)c1C#N | -5.9 | i | i | i | i | i | i | -0.4 | -3.2 | i | i
25 | CN(C)CCNc1cnn(-c2ccccc2)c(=O)c1Cl | -5.4 | i | i | i | i | i | i | 3.2 | -0.1 | i | i
26 | COc1cc(C2C(C#N)=C(N)OC3=C2C(=O)CCC3)cc(OC)c1OC(=O)N1CCOCC1 (centres undefined) | -0.2 | i | i | i | i | i | i | 3.5 | -3.4 | i | i
27 | CO/N=C/c1ccc(OC)c(Oc2nc(OC)cc(OC)n2)c1 | -8.1 | i | i | i | i | i | i | 0.3 | 3.2 | i | i
28 | CSc1ncc(C(=O)NCCCc2ccccc2)c(C)n1 | -5.4 | i | i | i | i | i | i | 0.4 | 3.9 | i | i
29 | COc1cc(OC)cc(C(=O)NCCSc2c[nH]c3ccccc23)c1 | -14.1 | i | i | i | i | i | i | 4.5 | 14.7 | i | i
30 | Oc1ccc(-c2onc3ccc(Cl)cc23)cc1 | -2.7 | i | i | i | i | i | i | 0.0 | 27.1 | i | i
31 | COc1cc2cc(CN(CCN3CCCC3)C(=O)Nc3ccc(F)cc3)c(=O)[nH]c2cc1OC | . | . | i | i | . | . | . | -2.1 | 2.0 | i | .
32 | CC(=O)c1c(C)[nH]c(C(=O)OCC(=O)Nc2ncc(Cl)c(C)c2Cl)c1C | -3.2 | i | i | i | i | i | i | -1.5 | 4.4 | i | i
33 | CSCC[C@H](NC(=O)[C@@H]1Cc2ccccc2CN1)C(=O)Nc1cccc(C)c1 | -9.9 | i | i | i | i | i | i | -5.1 | . | i | i
34 | Cc1ccc(Cn2nnc3c(=O)n(CC(=O)N4CCN(c5ccccc5)CC4)cnc32)cc1 | -3.3 | i | i | i | i | i | i | 4.2 | 6.1 | i | i
35 | O=C(Nc1ccc2c(c1)OCCO2)C1CCCN1S(=O)(=O)c1ccc(Cl)cc1 (centres undefined) | -17.5 | i | i | i | i | i | i | 4.7 | -4.7 | i | i
36 | COc1cccc2cc(S(=O)(=O)c3ccccc3)c(=Nc3ccc4c(c3)OCCO4)oc12 | -3.4 | i | i | i | i | i | i | 4.7 | -1.5 | i | i
37 | O=c1cc(C(F)(F)F)nc(-c2cccnc2)[nH]1 | -2.9 | i | i | i | i | i | i | -3.5 | 1.2 | i | i
38 | COc1cccc2cc(-c3ccccc3)c(=O)oc12 | -15.1 | i | i | i | i | i | i | 0.7 | 4.9 | i | i
39 | NC(=O)CSc1nnc(-c2ccncc2)n1CCc1ccccc1 | -9.0 | i | i | i | i | i | i | 2.0 | -0.4 | i | i
40 | Cc1ccc(CSCC(=O)NCc2cccnc2)cc1 | -7.5 | i | i | i | i | i | i | -2.3 | -4.7 | i | i
41 | Cc1ccc(C(=O)O/N=C2/CC3CCC2(C)[C@@]3(C)CBr)cc1 (some centres undefined) | -4.1 | i | i | i | i | i | i | -6.3 | 1.6 | i | i
42 | COc1cc(N=C(N)N=C(N)N)cc(OC)c1 | -22.4 | i | i | i | i | i | i | 14.2 | -9.6 | i | i
43 | NS(=O)(=O)c1ccc(NC(=O)C(=O)NCCC(=O)O)cc1 | -10.7 | i | i | i | i | i | i | -1.1 | 8.2 | i | i
44 | COc1ccc(OC)c(S(=O)(=O)Nc2ccc(Oc3ccccc3)cc2)c1 | -15.8 | i | i | i | i | i | i | 4.4 | -2.0 | 25* | i
45 | Cc1cc(C(=O)NC2CCCc3c2cnn3-c2ccc(C)c(C)c2)nc(C)n1 (centres undefined) | -9.2 | i | i | i | i | i | i | 1.8 | -2.8 | i | i
46 | c1ccc(-c2nnc3sc(-c4cc5ccccc5o4)nn23)cc1 | -10.4 | i | i | i | i | i | i | -8.0 | -4.9 | i | i
47 | CN1CCN(c2ccc(NC(=O)c3ccccc3)cc2)CC1 | -5.4 | i | i | i | i | i | i | 4.1 | -2.5 | i | i
48 | COC(=O)C1=C(N)Oc2cc(C)n(CCCn3ccnc3)c(=O)c2C1c1cccc(Cl)c1 (centres undefined) | -11.3 | i | i | i | i | i | i | 2.1 | -6.3 | i | i
49 | COc1ccc(N(C)S(=O)(=O)c2cccc(C(=O)NC3CCCCC3C)c2)cc1 (centres undefined) | -24.1 | i | i | i | i | i | i | -8.8 | 4.5 | i | i
50 | CC1CC1C(=O)N(C)CC(=O)Nc1cccc(F)c1 (centres undefined) | -17.8 | i | i | i | i | i | i | -7.1 | 1.6 | i | i
51 | CC(C)C(=O)NC(CC(=O)O)c1ccccc1 (centres undefined) | -8.6 | i | i | i | i | i | i | -6.5 | -3.2 | i | i
52 | CC(C)CCNC(=O)C1(O)c2ccccc2NC(=O)N1c1ccc(Cl)cc1 (centres undefined) | -9.2 | i | i | i | i | i | i | -9.9 | 3.3 | i | i
53 | CC(C)Oc1ccc(C(CC(=O)O)NC(=O)C(Sc2ccccc2)c2ccccc2)cc1 (centres undefined) | -1.0 | i | i | i | i | i | i | 4.0 | -1.4 | i | i
54 | CC(C)c1nc2cc(C(=O)N(C)Cc3ccc(F)cc3)ccc2o1 | -15.4 | i | i | i | i | i | i | -1.7 | 2.8 | i | i
55 | COc1ccccc1-n1c(SCC(=O)Nc2ccc(NC(C)=O)cc2)nc2c([nH]c3ccccc32)c1=O | -18.1 | i | i | i | i | i | i | -5.0 | . | i | i
56 | Cc1ccc(NS(=O)(=O)c2ccc3c(c2)oc(=O)n3C)c(C)c1 | -6.4 | i | i | i | i | i | i | 1.1 | -9.1 | i | i
57 | O=C(O)C1SCCN1S(=O)(=O)c1ccc(N=NN2CCOCC2)cc1 (centres undefined) | -5.8 | i | i | i | i | i | i | 12.3 | -3.6 | i | i
58 | COc1ccc(/C=N/n2cncn2)cc1Cn1cc([N+](=O)[O-])cn1 | -3.8 | i | i | i | i | i | i | 1.7 | . | i | i
59 | O=C(CN(C(=O)CCC(=O)Nc1nccs1)c1ccc(F)cc1)NCc1ccc2c(c1)OCO2 | -4.6 | i | i | i | i | i | i | -0.2 | -8.9 | i | i
60 | COc1ccc(NC(=O)C2CCCN(S(=O)(=O)c3cccc4nonc34)C2)cc1OC (centres undefined) | -3.3 | i | i | i | i | i | i | -7.8 | 2.4 | i | i

Not all compounds are listed; rates above refer to the full screens.
